# P. falciparum M1AAP – malaria alanyl aminopeptidase activity blockers – biochemical, fluorogenic H-Leu-NHMec substrate, 1536-well (AID 1445) | recombinant M1AAP, H-Leu-NHMec fluorogenic kinetic assay; higher % means a stronger effect | inhibition, % at 30 µM; hits with a dose series show IC50 in µM | 220,000 tested, 0.42% active;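 active means primary inhibition above the hit cutoff, then over 50% inhibition at one or more dose response concentrations, cut at about 23% in these data, passing the limit was not always enough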;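 further: plate controls were DMSO full reaction for no effect and no enzyme background for full effect; strong numbers were not always called active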
# ER stress rescue – protection against thapsigargin-triggered cell killing – 384-well, CSM14.1, ATP luminescence, primary screen (AID 1222). CSM14.1 thapsigargin-induced death rescue, ATP luminescence; higher % means a stronger effect. cellular ATP content (survival), % at 20 µM; hits with a dose series show EC50 in µM. 190,000 tested, under 10 active;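 active means EC50 below 50 µM in the dose-response confirmation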;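 further: death triggered by thapsigargin at about 15 µM added after 2 h compound pretreatment; cell ATP read after overnight thapsigargin exposure of roughly 18 to 22 hours; normalized against plate controls of thapsigargin alone and 5% DMSO vehicle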
# P. falciparum M17LAP – P. falciparum M17LAP inhibitors, primary screen, biochemical, fluorogenic H-Leu-NHMec substrate, 1536-well (AID 1619). recombinant M17LAP, H-Leu-NHMec fluorogenic kinetic assay; higher % means a stronger effect. inhibition, % at 30 µM; hits with a dose series show IC50 in µM. 220,000 tested, 0.38% active;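 active means compound inhibiting the enzyme by more than half at any dose during confirmatory dose-response retesting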;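 further: plate controls were full reaction with DMSO carrier for no effect and no enzyme background for full effect; strong numbers were not always called active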
# Salmonella PhoP GFP – PhoP-dependent GFP reporter repression – Salmonella Typhimurium, primary screen (AID 1863) | S. Typhimurium PhoP-regulated promoter GFP reporter, 4 h; higher % means a stronger effect | inhibition, % at 50 µM; hits with a dose series show IC50 in µM | 300,000 tested, 0.16% active;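 active means inhibition over 29.93%, a cutoff 3 SD above the screen mean, later confirmed by dose response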;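 further: 0% = low Mg2+ inducing control and 100% = high Mg2+ repressing control; strong numbers were not always called active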
# PMI inhibition – human PMI inhibitors, high substrate, primary screen, biochemical, fluorescence intensity, high mannose 6-phosphate (AID 1220) | inhibition, % at 20 µM; hits with a dose series show IC50 in µM | recombinant PMI enzyme, coupled fluorescence intensity; higher % means a stronger effect | 190,000 tested, 0.66% active; in the data active means inhibition above about 50%
# West Nile antiviral – inhibition of WNV-induced cytopathic effect – cell-based, CPE readout (AID 1621) | West Nile virus-infected cells, CPE inhibition; higher % means a stronger effect | 290,000 tested, 0.02% active | CPE inhibition, % at 10 µM, or IC50 in µM where a hit was titrated; in the data active means a potency from the dose series; further: strong numbers were not always called active
# SIAH1 antagonists – blockers of Siah-1 interaction with plectin peptide – biochemical, fluorescence polarization, rhodamine-plectin, uHTS, primary screen (AID 1817); Siah-1 / rhodamine-plectin peptide fluorescence polarization; higher % means a stronger effect; displacement, % at 20 µM, or IC50 in µM where a hit was titrated; 290,000 tested, 0.02% active;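 active means displacement of at least 50% at 20 µM, with a fluorescence ratio check between 0.3 and a set limit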;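 further: plate controls were Siah plus tracer with DMSO for no effect and tracer alone without Siah for full effect; strong numbers were not always called active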
# XIAP antagonists – small molecules displacing peptide from XIAP – biochemical, IAP family, fluorescence polarization (AID 1018); XIAP BIR domain, fluorescence polarization peptide displacement; higher % means a stronger effect; displacement, % at 20 µM; hits with a dose series show IC50 in µM; 200,000 tested, 0.007% active; in the data active means displacement above about 50%; further: a part of the inactive calls stands beside numbers as strong as those of hits
# Yfh1-off respiration – enhancers of respiration in Yfh1-depleted yeast, dose response, Friedreich's ataxia, plus single-dose screen (AID 1465) | S. cerevisiae Yfh1-off respiration, WST-1 reduction, 72 h; higher fold induction means a stronger effect | one-dose fold induction at 50 µM; EC50 in µM for titrated hits | 220,000 tested, 0.074% active;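 active means fold induction of absorbance versus untreated yeast above a set limit, then at least 30% activation at any dose in follow-up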;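 further: activators that raise dye reduction in frataxin-depleted yeast; strong numbers were not always called active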
# Numbers without * were called inactive; i = inactive; nt = no result given.
SMILES,P. falciparum M1AAP,ER stress rescue,P. falciparum M17LAP,Salmonella PhoP GFP,PMI inhibition,West Nile antiviral,SIAH1 antagonists,XIAP antagonists,Yfh1-off respiration
Cc1cc(C)cc(N(C(C)C(=O)NCc2ccc3c(c2)OCO3)S(C)(=O)=O)c1 (stereo unspecified),1%,0.1%,-7%,0%,-6%,-0.5%,3%,-4.4%,i
COc1ccc(/C=C/C(=O)NC(=S)N2CCN(c3ccccn3)CC2)cc1,3%,nt,-9%,-2%,nt,-0.3%,-2%,nt,i
CC(=O)NCCc1c[nH]c2ccc(OCC(O)CNC(C)(C)C)cc12 (stereo unspecified),-4%,nt,7%,-8%,nt,-0.1%,4%,nt,i
CCCC(C)NC(=S)NC(=O)c1cc(S(=O)(=O)N2CCOCC2)ccc1C (stereo unspecified),3%,-2.6%,17%,-2%,11%,-1.8%,-5%,-4.1%,i
O=c1c2c(nc3nc(CCc4ccccc4)[nH]n13)CCC2,10%,-1.1%,14%,-14%,7%,1.4%,1%,-2.9%,i
CC1(C)CC(=O)C(C=NCCN2CCNCC2)=C(O)C1,-4%,0.5%,13%,8%,3%,1.8%,1%,14%,i
CCCOc1ccc(CN(CCO)CCO)cc1C(=O)OC,5%,1.2%,10%,2%,-9%,-0.2%,-2%,-5.8%,i
CC(C)(C)c1ccc(OCc2ccc(C(=O)NN)o2)cc1,3%,nt,-3%,3%,nt,-0.2%,-2%,nt,i
CC(C)CN(CC(C)C)C(=O)C12CCC(C)(C(=O)O1)C2(C)C (stereo unspecified),-2%,-1.7%,-8%,3%,-7%,-0.1%,3%,-4.5%,i
COc1ccc(OCC(=O)N2CCN(C(=O)c3ccco3)CC2)cc1,7%,-2.0%,-6%,5%,-5%,-0.1%,-3%,-4.8%,i
COc1ccc(Cl)cc1NC(=O)CN1CCC(n2nnc3ccccc32)CC1,8%,1.2%,-2%,-17%,-6%,-0.8%,2%,-9.4%,i
CCN(CC)c1ccc(/C=N/N2CCN(Cc3ccccc3)CC2)cc1,8%,-1.7%,-1%,4%,17%,-0.9%,-5%,-3.9%,i
Cc1ccc(NC(=O)COC(=O)C2=COCCO2)cc1,-7%,4.3%,3%,13%,-10%,1.0%,5%,-5.2%,i
Cc1c(C(N)=O)sc2ncn(CC(=O)OC(C)C)c(=O)c12,7%,-1.7%,7%,19%,12%,0.1%,-1%,-7.4%,i
COC(=O)CSc1ncnc2c1sc1nc(N3CCOCC3)c3c(c12)CCCC3,0%,-0.1%,11%,3%,10%,0.1%,0%,-5.3%,i
O=C(Nc1nc2ccc(F)cc2s1)c1cccc(S(=O)(=O)N2CCc3ccccc32)c1,7%,-1.5%,4%,-6%,7%,-1.9%,7%,-1.9%,i
CC1CCCCC1NC(=O)COC(=O)c1ccc2c(c1Cl)C(=O)c1ccccc1C2=O (stereo unspecified),4%,-1.3%,6%,4%,-25%,-0.5%,-4%,-4.3%,i
COc1ccc(CCN2C(=O)CC(NNC(=O)c3cccc(O)c3)C2=O)cc1 (stereo unspecified),3%,-3.1%,11%,-21%,7%,-0.2%,10%,8.0%,i
C=CCn1cc(Cl)c(=O)n(CC=C)c1=O,4%,1.2%,-5%,-5%,-6%,0.0%,0%,-4.2%,i
Cn1cnnc1SCc1ccccc1,-12%,-2.9%,-5%,-5%,2%,nt,-1%,-12%,nt
COc1ccc(OC)c(-c2cc(C3CCN(C(=O)OC(C)(C)C)CC3)[nH]n2)c1,3%,-1.0%,2%,7%,9%,-0.9%,6%,12%,i
Cc1nnc(SCC(=O)NCc2ccccc2)[nH]c1=O,11%,0.5%,12%,-9%,-5%,-0.2%,4%,-5.4%,i
O=C(Cn1c(-c2cscn2)nc2ccccc21)Nc1ccccc1F,-4%,1.8%,-4%,1%,-1%,1.0%,1%,-3.6%,i
CC[C@H](C)[C@H](NC(N)=O)C(=O)Nc1ccc2c(c1)OCO2,4%,0.6%,-5%,-9%,-4%,-0.3%,-2%,-5.3%,i
COC(=O)c1ccn(Cc2ccccc2Cl)n1,2%,22%,-3%,-8%,9%,0.1%,-4%,-10%,i
# Other compounds follow.
SMILES,P. falciparum M1AAP,ER stress rescue,P. falciparum M17LAP,Salmonella PhoP GFP,PMI inhibition,West Nile antiviral,SIAH1 antagonists,XIAP antagonists,Yfh1-off respiration
Cc1cccc(OCCOCCN2CCOCC2)c1C,-3%,4.6%,0%,-2%,0%,-0.3%,2%,-6.1%,i
COC(=O)c1ccc(NC(=O)CSc2nc3ccccc3c(=O)[nH]2)cc1,7%,-3.7%,3%,-1%,5%,2.1%,-4%,-8.9%,i
CCn1c(=N)n(CC(=O)c2cccc([N+](=O)[O-])c2)c2ccccc21,2%,-1.9%,5%,9%,3%,-0.2%,9%,-5.3%,i
O=C(N=Nc1c(O)[nH]c2ccc(F)cc12)C1COc2ccccc2O1 (stereo unspecified),0%,nt,14%,-2%,nt,0.0%,11%,nt,i
COc1cc(NC(=O)COC(=O)CNC(=O)c2ccc(C)s2)cc(OC)c1,1%,-0.6%,0%,-1%,3%,0.2%,9%,-4.4%,i
O=C(O)CSCc1ccc(Cl)cc1,8%,1.9%,7%,-13%,6%,-0.2%,3%,-2.8%,i
O=C(c1cn(-c2ccccc2)nc1-c1cccc(Br)c1)N1CCOCC1,6%,-1.1%,5%,3%,12%,-0.6%,3%,0.4%,i
Cn1c(=N)n(CC(O)c2cccs2)c2ccccc21 (stereo unspecified),-1%,-2.1%,5%,3%,1%,0.3%,2%,-3.6%,i
CSc1cccc(NC(=S)N(Cc2ccccc2)Cc2cccnc2)c1,2%,-1.0%,4%,-4%,3%,-0.1%,-2%,-5.2%,i
CC(=O)Nc1cccc(C(=O)/C=C/c2ccc(N(C)C)cc2)c1,10%,-1.1%,3%,-8%,15%,0.8%,-1%,-3.9%,i
COCCN(CCOC)C(=O)C1CCCN(S(=O)(=O)c2ccc(NC(=O)OC)cc2)C1 (stereo unspecified),2%,nt,3%,-5%,nt,0.5%,1%,nt,i
O=C(NNC(=O)c1cc2ccccc2o1)c1ccc(Cl)cc1,2%,nt,10%,-18%,nt,0.0%,14%,nt,i
CCn1c(SCc2ccc(Cl)c(Cl)c2)nnc1C(C)NC(=O)c1ccc(OC)cc1 (stereo unspecified),2%,-1.2%,9%,-15%,-4%,-0.8%,5%,4.3%,i
COc1cc(Cl)c(C)cc1NC(C)C(=O)Nc1cc(C(F)(F)F)ccc1N1CCOCC1 (stereo unspecified),3%,-0.9%,-14%,-20%,12%,-0.5%,1%,-8.2%,i
C=CCS/C(N)=N\N=C\c1c(O)ccc2ccccc12,8%,nt,-6%,0%,nt,-0.5%,-8%,nt,i
CCCCn1c(SCC(=O)Nc2nccs2)nc2ccccc2c1=O,1%,-1.5%,8%,-5%,5%,-0.1%,-5%,-2.0%,i
Cn1cc(Br)c(C(=O)Nc2ncc(Br)s2)n1,4%,-0.4%,1%,-12%,2%,1.4%,28%,-3.8%,i
CN(CC(=O)NC1CCCCCCC1)S(=O)(=O)c1cnc[nH]1,9%,-12%,2%,-3%,-6%,0.5%,4%,-5.4%,i
Cc1cccc(OCCCn2c(=O)oc3ccc(C)cc32)c1,0%,1.6%,5%,0%,10%,-2.0%,4%,-3.9%,i
Cc1c(C(C)C)c(=O)n(-c2ccc(S(=O)(=O)NC3CC3)cc2)n1C,14%,0.1%,-9%,4%,4%,-0.3%,20%,-5.5%,i
CCOC(=O)C1C(c2ccc(O)c(OCC)c2)NC(=S)NC1(O)C(F)(F)F (stereo unspecified),-3%,-2.0%,2%,-2%,-11%,1.7%,-7%,-4.4%,i
COCCNC(=O)COc1ccc(Oc2ccccc2)cc1,2%,0.5%,-4%,5%,-2%,-0.6%,0%,-7.6%,i
CC(Cl)C(=O)Nc1ncc(C(F)(F)F)cc1Cl (stereo unspecified),16%,-0.7%,8%,0%,-32%,0.2%,2%,-3.1%,i
Cn1c(=O)c2[nH]c(N3CCCCC3)nc2n(C)c1=O,-10%,nt,-5%,7%,nt,-0.5%,-8%,nt,i
CCc1nc(C)cn1S(=O)(=O)c1cc([N+](=O)[O-])ccc1Cl,-1%,-0.8%,15%,-5%,1%,0.1%,1%,-5.5%,i

# Single entries from the entries so far.
# SIAH1 antagonists result of CCOC(=O)C1C(c2ccc(O)c(OCC)c2)NC(=S)NC1(O)C(F)(F)F (stereo unspecified) = -7%
# West Nile antiviral result of COC(=O)c1ccc(NC(=O)CSc2nc3ccccc3c(=O)[nH]2)cc1 = 2.1%

# 3 entries from above, ordered by their value in West Nile antiviral, falling.
Structure,West Nile antiviral
CC(=O)Nc1cccc(C(=O)/C=C/c2ccc(N(C)C)cc2)c1,0.8%
COCCN(CCOC)C(=O)C1CCCN(S(=O)(=O)c2ccc(NC(=O)OC)cc2)C1 (stereo unspecified),0.5%
O=C(c1cn(-c2ccccc2)nc1-c1cccc(Br)c1)N1CCOCC1,-0.6%

# Carrying on.
SMILES,P. falciparum M1AAP,ER stress rescue,P. falciparum M17LAP,Salmonella PhoP GFP,PMI inhibition,West Nile antiviral,SIAH1 antagonists,XIAP antagonists,Yfh1-off respiration
COc1ccccc1-c1cc(C(=O)Nc2c(C)n(C)n(-c3ccccc3)c2=O)no1,4%,-0.1%,6%,-7%,3%,-0.1%,-4%,-4.5%,i
Cc1cccc(C2Nc3ccccc3C(=O)N2CCc2ccccc2)n1 (stereo unspecified),3%,-0.9%,-25%,-1%,12%,0.0%,-4%,-2.7%,i
O=C(c1ccc(S(=O)(=O)N2CCc3ccccc3C2)cc1)N1CCCCC1,0%,0.0%,4%,-3%,17%,-1.9%,2%,-4.8%,i
C=CCn1c(C(CC)CC(C)(C)O)n[nH]c1=S (stereo unspecified),-6%,0.6%,5%,0%,1%,0.3%,6%,16%,i
CCOC(=O)Cc1csc(NC(=O)CN(C)S(=O)(=O)c2cccc3cccnc23)n1,-5%,-0.5%,-8%,-2%,10%,-0.9%,-4%,-2.9%,i
c1ccc2c(CN3CCOCC3)csc2c1,4%,-2.5%,14%,0%,-9%,-0.5%,0%,-1.5%,i
C=CCn1c(SCC)nc2sc3c(c2c1=O)CCc1ccccc1-3,1%,-1.0%,1%,11%,6%,0.1%,5%,-3.0%,i
O=C(COc1ccccc1)Nc1ccc(Cl)c(-c2nc3ncccc3o2)c1,-2%,-1.3%,-2%,4%,6%,0.4%,9%,-3.8%,nt
O=C(NNC1CC(=O)N(c2ccc(Cl)cc2)C1=O)c1ccccn1 (stereo unspecified),15%,-0.7%,59%,6%,-6%,0.3%,6%,-4.9%,i
Cc1nc(CNC(=O)CC2C(=O)NCCN2Cc2ccoc2)nc2c1CCCC2 (stereo unspecified),5%,nt,8%,-5%,nt,0.0%,1%,nt,i
O=C(NCCCO)c1ccc2nc(-c3ccco3)c(-c3ccco3)nc2c1,11%,-2.0%,7%,3%,-14%,-0.2%,27%,3.5%,i
Cc1nn(-c2ccccc2)c2nc(C(F)(F)F)[nH]c(=O)c12,0%,-1.5%,8%,-13%,-11%,0.5%,3%,-5.9%,i
O=C(Nc1cccnc1)c1cc(-c2cccnc2)nc2ccc(Br)cc12,2%,1.1%,2%,-3%,8%,-0.1%,0%,-4.3%,i
